Menin MLL FP TR: inhibitors of human menin-MLL interaction, mutant MLL peptide | Menin + Texas Red MLL mutant peptide, fluorescence polarization | Potency, µM (titrated, usually from 61.6 µM), without a hit: at the top dose FP activity change, negative = inhibition, most hits filed as inhibitors | 270,000 compounds, 0.23% hits; active = well fitted inhibition curve with a large enough effect in the polarisation, with a control signal flat, not every such curve was filed as active; inconclusive = small, poorly fitted or top-dose-only effect, or effect the other way, or a change in a side signal; inactive = no such curve, though single readings can be large or run the other way; the % refers to the polarisation; note: potency is the fitted concentration of half-maximal effect; % of control where 0% means no effect; many of its hits are not listed in these tables
Target sequence (O00255 whole entry, looked up): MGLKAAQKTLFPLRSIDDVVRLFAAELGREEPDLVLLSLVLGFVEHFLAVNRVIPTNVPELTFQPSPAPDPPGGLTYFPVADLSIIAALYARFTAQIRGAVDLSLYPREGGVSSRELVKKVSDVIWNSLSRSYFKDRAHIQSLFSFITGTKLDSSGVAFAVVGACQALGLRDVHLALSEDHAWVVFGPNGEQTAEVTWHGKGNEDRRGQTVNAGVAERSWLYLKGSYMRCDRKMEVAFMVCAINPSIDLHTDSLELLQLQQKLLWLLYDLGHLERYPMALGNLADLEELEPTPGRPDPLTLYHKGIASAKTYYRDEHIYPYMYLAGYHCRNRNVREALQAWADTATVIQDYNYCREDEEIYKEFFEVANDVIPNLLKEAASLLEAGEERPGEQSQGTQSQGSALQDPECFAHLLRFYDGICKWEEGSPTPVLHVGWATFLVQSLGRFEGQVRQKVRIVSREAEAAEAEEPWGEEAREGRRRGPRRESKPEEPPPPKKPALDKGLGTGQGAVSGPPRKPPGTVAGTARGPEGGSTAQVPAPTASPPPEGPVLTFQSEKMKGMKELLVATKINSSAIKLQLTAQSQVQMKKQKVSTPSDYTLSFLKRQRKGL
TSG101-PTAP inh: blocks PTAP/TSG101 interaction to inhibit HIV-1 budding; Q99816; Fluorescence polarization, FITC-PTAP peptide / Tsg101 binding; Potency, µM (highest dose often 115 µM), for the others: at the top dose activity change, negative = inhibition, hits mostly inhibitors; 340,000 tested, under 10 active; AID 493005; active = well fitted inhibition curve with a large enough effect in the main read-out, with a control signal flat, not every such curve was filed as active; inconclusive = small, poorly fitted or top-dose-only effect, or effect the other way, or a change in a side signal; inactive = no such curve, though single readings can be large or run the other way; note: potency is the fitted concentration of half-maximal effect; % of control where 0% means no effect
Target sequence (Q99816 whole entry, looked up): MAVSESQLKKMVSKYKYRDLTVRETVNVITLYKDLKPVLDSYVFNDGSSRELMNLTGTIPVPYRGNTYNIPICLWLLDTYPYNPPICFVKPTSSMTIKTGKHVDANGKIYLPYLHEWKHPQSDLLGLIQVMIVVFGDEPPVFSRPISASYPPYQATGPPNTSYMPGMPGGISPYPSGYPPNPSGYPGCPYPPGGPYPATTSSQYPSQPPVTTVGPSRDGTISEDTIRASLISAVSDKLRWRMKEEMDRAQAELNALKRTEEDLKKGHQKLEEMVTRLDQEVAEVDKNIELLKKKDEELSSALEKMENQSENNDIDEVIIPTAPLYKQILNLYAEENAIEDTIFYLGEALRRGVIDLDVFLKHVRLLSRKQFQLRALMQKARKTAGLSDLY
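Tsg101 binding domain (10 uM final) was mixed with compound and a FITC-labeled PTAP peptide (50 nM final) in HEPES pH 7.5 buffer with NaCl, Tween 20, EDTA and TCEP; fluorescence polarization was read after 20 min at r.t.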
TCR activator: activates T cell receptor signaling | primary human leukocytes, anti-CD3, IL-2 HTRF, 48 h | AID 504894 | 330,000 tested, under 10 active | Potency, µM (highest dose often 9.22 µM), inactives show top-dose activation of IL-2 secretion, most hits filed as activators; note: % of control where 0% means no effect
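Primary human leukocytes were stimulated with a-CD3 beads plus compounds for 48 hr without co-stimulation; secreted IL-2 was quantified by HTRF using a-IL-2-K (europium cryptate) and a-IL-2-d2, excited at 320nm with acceptor emission read at 665nm.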
MLL CXXC-DNA inh: MLL CXXC-DNA interaction inhibition; 290,000 compounds, 0.037% hits; Q03164; AID 2662; Potency, µM (doses to about 115 µM), for the others: top-dose activity change, negative = inhibition, most hits filed as inhibitors; MLL-CXXC / FITC-HOXA9 DNA fluorescence polarization; active = well fitted inhibition curve with a large enough effect in the polarisation, with a control signal flat, not every such curve was filed as active; inconclusive = small, poorly fitted or top-dose-only effect, or effect the other way, or a change in a side signal; inactive = no such curve, though single readings can be large or run the other way; the % refers to the polarisation; note: potency is the fitted concentration of half-maximal effect
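Steps: dispense CXXC domain solution (7 uM) → pin compounds or unlabeled HOX-A9 DNA control → 5 min ambient → add FLSN-HOX-A9 solution (50 nM) → spin → 30 min ambient → fluorescence polarization. Tris pH 7.5/NaCl/DTT/BSA buffer.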
S-ASM inh: blocks human secretory acid sphingomyelinase. placental ASM, HMU-PC fluorogenic substrate, 60 min. Potency, µM (highest dose often 57.5 µM), for the others: top-dose activity change, negative = inhibition, usual class: inhibitors. 340,000 compounds, 0.006% hits. AID 504937; note: potency is the fitted concentration of half-maximal effect
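Human placenta-derived ASM preincubated with compound 10 min at room temperature, then reacted with 9 uM (final) fluorogenic HMU-PC substrate for 60 min at 37 C. Stop solution raises pH to 10; fluorescence read at Ex 386/Em 447 nm.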
Mito fusion yeast: inhibitors of mitochondrial division or activators of mitochondrial fusion. S. cerevisiae fusion-defective mutant growth rescue, CellTiterGlo 48 h. Potency, µM (titrated, usually from 46.1 µM), for the others: top-dose growth rescue (activation), hits mostly activators. 320,000 compounds, 0.23% hits. AID 485298;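 note: potency is the fitted concentration of half-maximal effect; % of control where 0% means no effect; nearly all actives have a fitted effect of over 45% in size; temperature-sensitive fusion mutants such as fzo1-1 at 37 °C on non-fermentable ethanol glycerol medium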
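Read-out: ATP-based luminescence (CellTiterGlo, 10 min ambient) reporting growth of fusion-defective ts yeast after 48 hours at 37C on glycerol/ethanol YPEG medium in the presence of compound.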
Integrin act MD: activators of alpha7 integrin expression for muscular dystrophy. alpha7betagal myoblasts, beta-gal FDG fluorescence, 48 h. Potency, µM (titrated, usually from 38.3 µM), without a hit: at the top dose activation, hits mostly activators. 350,000 compounds, 0.064% hits;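 note: potency is the fitted concentration of half-maximal effect; 100% = response of the positive control SU9516; nearly all actives have a fitted effect of over 60% in size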
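alpha7betagal+/- myoblasts (passage 13, 250/well) treated 48 h at 37C with compounds at 1:260 dilution of DMSO stock. Lysed, then beta-galactosidase activity read as FDG fluorescence (ex 480/em 540) after 30 min, with pre-read for autofluorescence.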
AT treatment: candidate therapy for ataxia-telangiectasia | 320,000 compounds, 0.19% hits | Potency, µM (top dose mostly 57.5 µM), for inactives: top-dose activation, usual class: activators | AID 485349 | […] A-T fibroblasts, KAP-1 phosphorylation AlphaLISA; neocarzinostatin DNA damage 30 min before lysis; note: potency is the fitted concentration of half-maximal effect; % of control where 0% means no effect; nearly all actives have a fitted effect of over 45% in size
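ATM-like activity read as KAP-1 phosphorylation via AlphaLISA donor/acceptor antibody pairs after lysis and 6 hr at 25C. Cells were ATM-null patient fibroblasts ([…], hTERT), dosed 60 min, then exposed to the DSB inducer NCS for 30 min.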
MBNL1 CUG block: blocks human MBNL1 binding to CUG repeat RNA; Q9NR56; TR-FRET MBNL1-His/biotin-(CUG)12 binding, 665/545 ratio; Potency, µM (doses to about 57.5 µM), for the others: at the top dose activity change, negative = inhibition, usual class: inhibitors; 280,000 compounds, 0.036% hits; active = well fitted inhibition curve with a large enough effect in the signal ratio, with a control signal flat, not every such curve was filed as active; inconclusive = small, poorly fitted or top-dose-only effect, or effect the other way, or a change in a side signal; inactive = no such curve, though single readings can be large or run the other way; the % refers to the signal ratio; note: potency is the fitted concentration of half-maximal effect; % is set by controls: 0 for no effect and ±100 for the full control effect
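Compound titration spanned 92 nM–58 uM against the MBNL1-His/biotin-(CUG)12 complex. After 60 min at room temperature with 5 nM streptavidin-XL665 and 0.055 ng/ul terbium anti-His, ratiometric 665/545 nm emission (Ex 340 nm) normalized to controls.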
TSHR antagonist: blocks TSH signaling through the human TSH receptor; activity change, negative = inhibition, % at 11.5 µM; 330,000 compounds, 0.2% hits; P16473; TSHR-expressing cells, TSH-stimulated cAMP HTRF, 2 h; active compounds read low;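 active = activity change below a set negative limit, meaning inhibition stronger than a set level, cut at about -70% in these data; inconclusive = activity change between two set negative limits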; note: % is set by controls: 0 for no effect and ±100 for the full control effect
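Inhibition of cAMP made by TSHR-expressing cells under TSH stimulation (4nM final, EC80; 2 h, 37 deg C) is quantified with a one-step lysis HTRF kit, anti-cAMP cryptate versus cAMP-d2.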
* hit, by the source's call; u = inconclusive; x = not tested or not shown; [ ] = another dose, or the depositor's remark. Unless noted, calls come from the whole dose curve; as a rule, active = well fitted curve in the direction sought with a large enough effect; inconclusive = small, poorly fitted or top-dose-only effect, or another doubt; inactive = no such curve, though single readings can be large; an effect the other way counts as inactive or inconclusive. Only part of the results is shown; the hit share may differ from the screen's.

SMILES	Menin MLL FP TR	TSG101-PTAP inh	TCR activator	MLL CXXC-DNA inh	S-ASM inh	Mito fusion yeast	Integrin act MD	AT treatment	MBNL1 CUG block	TSHR antagonist
O=[N+]([O-])c1ccc(N/N=C/c2ccccc2O)cc1	u	-3%	1%	18%	16%	2%	-6%	-5%	u	-3
NC(=O)CC(NC(=O)Cc1cccc2ccccc12)c1ccc(NC2CCCCCC2)c([N+](=O)[O-])c1 (stereo not drawn)	x	0%	0%	2%	-6%	1%	-6%	-5%	-3%	-4
S=C(NCCNCc1ccccc1)NC1CCCCC1	1%	x	x	-5%	x	-4%	x	-3%	-4%	10
C#CCOCCOCCOCCNc1nc(N2CCN(C(=O)[C@H]([C@@H](C)O)n3cc(CCCCN)nn3)CC2)nc(N2CCN(C(=O)[C@H]([C@@H](C)CC)n3cc(CCCCN)nn3)CC2)n1	x	0%	-2%	x	-1%	-6%	35%	9%	x	1
CCCCCC/C=C/c1ccc([C@H]2[C@H]3C=CC[C@@H](C)[C@@H]3C(=O)N2Cc2ccccc2)c(F)c1	x	-7%	7%	-1%	-1%	17%	0%	u	-8%	-6
CC(=O)Nc1ccc(NC(=O)C(C)OC(=O)c2ccc3ccccc3n2)cc1 (stereo not drawn)	x	-3%	7%	x	-3%	-1%	-16%	10%	x	-3
O=C(NCc1ccco1)c1nc(-c2ccccc2)n(-c2ccccc2)n1	-10%	1%	x	-13%	-2%	4%	-7%	1%	-3%	-4
COc1cc2cc(CN(CCN3CCCC3)C(=O)Nc3ccc(F)cc3)c(=O)[nH]c2cc1OC	-4%	-2%	4%	6%	50%[activator]	-1%	-14%	2%	3%	0
Cc1cccc(N/N=C/c2ccc(O)c(O)c2O)c1	x	1%	6%	-13%	-1%	0%	-62%[inhibitor]	-27%	1%	-1
OCCNc1nc(Cl)nc(NCc2ccco2)n1	4%	0%	5%	3%	5%	-6%	24%	-1%	-7%	-9
CCN(CC)S(=O)(=O)c1ccc(Oc2ccccc2OC)cc1	x	-2%	0%	-2%	2%	-3%	-19%	0%	3%	-2
O=C(CN1CCN(Cc2ccccc2)CC1)Nc1ccc(F)c(F)c1	-20%	-2%	-4%	-24%	-1%	0%	-29%	-2%	-11%	-4
COc1ccc(S(=O)(=O)Nc2c(O)ccc3ccccc23)cc1OC	x	-2%	-4%	x	2%	x	-43%	x	x	x
CC(=O)N(C(C)=O)n1c(/C=C/c2cccc([N+](=O)[O-])c2)nc2ccccc2c1=O	-7%	-1%	0%	-15%	-2%	-2%	8%	-2%	-11%	4
CC(=O)C(Cc1ccccc1)NC(=O)COC(=O)c1ccc(-n2cnnn2)cc1 (stereo not drawn)	x	0%	-5%[46.1 µM]	x	-1%	x	6%	-1%	x	5
Brc1cc2ccccc2[n+](Cc2ccccc2)c1	x	1%	-2%	x	0%	9%	0%	4%	x	1
O=C(NC(=S)Nc1ccc(-c2nc3ncccc3o2)cc1)c1ccccc1F	22%	-3%	8%	1%	103%[activator]	1%	4%	5%	-1%	13
CC(C)c1ccc(C(C(=O)NC2CCCC2)N(C(=O)c2csnn2)C2CC2)cc1 (stereo not drawn)	x	-4%	1%	2%	0%	3%	u	4%	-1%	0
COc1cccc(NC(=O)c2ccc(CN3CCOCC3)cc2)c1	5%	-1%	5%	2%	0%	-1%	5%	1%	-10%	1
Cn1c(C(=O)NCCc2c[nH]c3ccccc23)cc2sccc21	1%	-6%	5%	18%	-7%	u	33%	-26%	4%	23
O=C1CSC(c2cccc(F)c2)N1c1ccc(O)cc1 (stereo not drawn)	x	-2%	3%	-2%	3%	0%	5%	4%	-4%	10
COc1cccc(-c2nc(CS(=O)(=O)CC(=O)N3CCCCC3)c(C)o2)c1	-3%	1%	-7%	-3%	-2%	9%	23%	-5%	-8%	-97*
Cc1ccc(S(=O)(=O)NC(Cc2ccccc2)C(=O)O)cc1C (stereo not drawn)	3%	-4%	-27%	-3%	2%	-3%	u	5%	-4%	-5
COc1cc(C(=O)Oc2ccccc2/C=N/NC(=O)c2ccc(C)c(Cl)c2)cc(OC)c1OC	0%	0%	-4%[46.1 µM]	88%[activator]	x	-4%	-20%	1%	-7%	8
COc1ccc(OCCNC(=O)c2cc(C3CC3)nc3c2cnn3C(C)C)cc1	x	-4%	-4%	x	-13%	4%	-3%	0%	x	-10

The listing continues:
SMILES	Menin MLL FP TR	TSG101-PTAP inh	TCR activator	MLL CXXC-DNA inh	S-ASM inh	Mito fusion yeast	Integrin act MD	AT treatment	MBNL1 CUG block	TSHR antagonist
O=C(C1CCN(S(=O)(=O)c2cc(Cl)ccc2Cl)CC1)N1CCOCC1	4%	-7%	0%	32%[activator]	-2%	-7%	-13%	3%	-2%	12
Cc1ccccc1C1CC(=O)c2ccccc2C1C (stereo not drawn)	x	-3%	1%	x	-3%	x	5%	x	x	x
O=C(NCC(c1cccnc1)N1CCN(c2ccccc2F)CC1)c1cccc(Cl)c1 (stereo not drawn)	10%	-3%	-3%	-12%	0%	12%	-7%	x	9%	-35
O=C1C[C@@H]2c3c(cccc3CN1Cc1ccc(F)cc1)C[C@@H](O)[C@H]2O	x	-3%	0%	x	2%	-2%	33%	8%	x	1
CCCCC1N2CC3([N+](=O)[O-])CN1CC([N+](=O)[O-])(C2)C3(C)C (stereo not drawn)	-1%	-5%	1%[46.1 µM]	9%	8%	1%	20%	4%	u	-2
COc1ccc2cc(CCNC(=O)c3ccc(Br)o3)c(=O)[nH]c2c1	2%	-1%	5%	-2%	2%	-14%	5%	1%	-5%	5
Cc1nn(CC(=O)NCC(C)c2ccccc2)c(=O)c2cccn12 (stereo not drawn)	-13%	-6%	-3%	-1%	1%	11%	0%	0%	-4%	0
CCCN(C(=O)c1cc(S(=O)(=O)N2CCCCCC2)ccc1OC)C1CCS(=O)(=O)C1 (stereo not drawn)	x	-2%	7%	x	-4%	-10%	13%	-3%	x	10
CCc1nnc(NC(=O)C(CC)CC)s1	x	0%	-1%	0%	1%	-1%	-10%	40µM*	3%	-5
Cc1ccc2nc(CSc3nc(C)nc4c3oc3ccccc34)[nH]c2c1	x	5%	-2%	x	-27%	x	x	9%	x	2
COc1ccc(/C=N/NC(=O)c2cccs2)c2ccccc12	x	0%	0%	x	58%[activator]	x	-8%	x	x	x
COC(=O)c1ccc(CSCc2ccc(C(=O)OC)o2)o1	-8%	-7%	-8%	0%	33%	4%	0%	-5%	-3%	12
O=C(CSc1nnc2c(n1)[nH]c1ccc(F)cc12)N1CCOCC1	6%	1%	-2%	-7%	-3%	-2%	3%	5%	22%	-6
CCOC(=O)C1(Cc2ccc(OC)cc2)CCN(C(=O)c2ccoc2C)CC1	u	-4%	6%	2%	3%	-4%	17%	-3%	0%	4

5 entries from above in a different format.
Results follow in this order: Menin MLL FP TR	TSG101-PTAP inh	TCR activator	MLL CXXC-DNA inh	S-ASM inh	Mito fusion yeast	Integrin act MD	AT treatment	MBNL1 CUG block	TSHR antagonist
CCc1nnc(NC(=O)C(CC)CC)s1
 : x	0%	-1%	0%	1%	-1%	-10%	40µM*	3%	-5
Cc1ccc2nc(CSc3nc(C)nc4c3oc3ccccc34)[nH]c2c1
 : x	5%	-2%	x	-27%	x	x	9%	x	2
COc1ccc(/C=N/NC(=O)c2cccs2)c2ccccc12
 : x	0%	0%	x	58%[activator]	x	-8%	x	x	x
COC(=O)c1ccc(CSCc2ccc(C(=O)OC)o2)o1
 : -8%	-7%	-8%	0%	33%	4%	0%	-5%	-3%	12
O=C(CSc1nnc2c(n1)[nH]c1ccc(F)cc12)N1CCOCC1
 : 6%	1%	-2%	-7%	-3%	-2%	3%	5%	22%	-6

Assay outcomes: PubChem, National Center for Advancing Translational Sciences (NCATS)
